# Compound activity: PubChem, several laboratories
# zVAD death inh = blocks zVAD induced death of L929 cells; L929 zVAD necroptosis rescue, ATP luminescence, 24 h; with zVAD 60 µM; viability rescue, % at 10 µM; actives 0.38% (n = 220,000);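 active = activation, scaled between plate controls, above about 75%, limit read from the data; inactive = activation under that limit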;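 note: 0% = zVAD with DMSO and 100% = DMSO alone without zVAD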
# CHOP inhibitor = CHOP inhibition in unfolded protein response | AID 2732 | inhibition, % at 10 µM | CHO-K1 CHOP-promoter luciferase, tunicamycin-induced, 15-18 h | actives 3.8% (n = 220,000);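 active = compounds that reduced the stress-induced luciferase reporter signal by more than about 70% of percent inhibition, limit read from the data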;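 note: 0% = tunicamycin plus vehicle and 100% = wells without tunicamycin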
# TNF necrop inh = blocks TNF-alpha induced death of Jurkat FADD-/- cells; actives 0.068% (n = 220,000); activation (protection from cell death), % at 10 µM; Jurkat FADD-/- TNF necroptosis rescue, ATP luminescence, 24 h; 0 = TNF only, 100 = no-TNF cells;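 active = activation, meaning protection from cell death, of at least 50% relative to plate controls; inactive = activation below 50%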;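 note: necroptosis triggered by 40 ng/mL TNF-alpha added together with compound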
# PPC-1+TRAIL kill = kills PPC-1 cancer cells in the presence of TRAIL | PPC-1 cells + TRAIL, ATPLite viability luminescence | cell killing (% activity), % at 4 µM | actives 0.41% (n = 220,000) | AID 1443;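 active = cell killing above 50% in the first pass at 4 µM, then a duplicate retest at 5 µM averaging 50% or more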;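 note: plate controls were cells with TRAIL plus DMSO for no effect and medium-only wells lacking cells for full effect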
# FXIa inh 1536 = inhibitors of human coagulation factor XIa | actives 0.14% (n = 220,000) | inhibition, % at 5 µM | P03951 | AID 798 | purified FXIa, Boc-Glu-Ala-Arg-AMC fluorogenic substrate;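 active = inhibition of at least 40%; inactive = inhibition below 40%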;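 note: fluorescence of freed AMC excited at 355 nm; 0% = enzyme without compound and 100% = no enzyme blank; many of its hits are not listed in these tables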
# FXIIa inh 1536 = inhibitors of human coagulation factor XIIa; AID 800; inhibition, % at 5 µM; P00748; actives 0.3% (n = 220,000); purified FXIIa, Boc-QGR-AMC fluorogenic substrate, 2 h; in the data active = inhibition above about 40%;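 note: 0% = enzyme with no compound and 100% = blank without enzyme; many of its hits are not listed in these tables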
# Target sequence (P00748 20-372 limits assumed): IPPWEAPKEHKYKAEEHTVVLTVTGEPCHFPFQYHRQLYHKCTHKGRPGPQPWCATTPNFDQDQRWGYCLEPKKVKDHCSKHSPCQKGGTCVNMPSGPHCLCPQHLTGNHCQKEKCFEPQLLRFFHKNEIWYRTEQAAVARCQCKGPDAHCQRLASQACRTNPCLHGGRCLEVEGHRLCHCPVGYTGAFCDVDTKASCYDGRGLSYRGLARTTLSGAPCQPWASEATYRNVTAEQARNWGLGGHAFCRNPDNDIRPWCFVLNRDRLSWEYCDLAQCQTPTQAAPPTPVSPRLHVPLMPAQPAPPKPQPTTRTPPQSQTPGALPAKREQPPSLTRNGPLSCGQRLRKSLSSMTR
# Target sequence (P00748 373-615 limits assumed): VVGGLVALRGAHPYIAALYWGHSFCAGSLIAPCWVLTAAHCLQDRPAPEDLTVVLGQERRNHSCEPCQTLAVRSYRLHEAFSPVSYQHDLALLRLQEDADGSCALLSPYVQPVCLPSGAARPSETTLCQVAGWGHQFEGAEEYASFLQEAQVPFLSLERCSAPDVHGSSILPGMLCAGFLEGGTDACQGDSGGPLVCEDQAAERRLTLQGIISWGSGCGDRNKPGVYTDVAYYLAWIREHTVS
# PGE2 EP2 inh = blocks the human prostaglandin E2 receptor EP2. actives 0.52% (n = 260,000). inhibition, % at 25 µM. AID 1422. C6 glioma cells expressing human EP2, cAMP TR-FRET; cells stimulated with saturating PGE2;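 active = percent inhibition above 40 after rounding to a whole number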;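 note: rat C6 glioma host cells with rolipram phosphodiesterase inhibitor present; the protocol text gives 20 µM as final concentration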
# Target sequence (P43116 whole entry, looked up): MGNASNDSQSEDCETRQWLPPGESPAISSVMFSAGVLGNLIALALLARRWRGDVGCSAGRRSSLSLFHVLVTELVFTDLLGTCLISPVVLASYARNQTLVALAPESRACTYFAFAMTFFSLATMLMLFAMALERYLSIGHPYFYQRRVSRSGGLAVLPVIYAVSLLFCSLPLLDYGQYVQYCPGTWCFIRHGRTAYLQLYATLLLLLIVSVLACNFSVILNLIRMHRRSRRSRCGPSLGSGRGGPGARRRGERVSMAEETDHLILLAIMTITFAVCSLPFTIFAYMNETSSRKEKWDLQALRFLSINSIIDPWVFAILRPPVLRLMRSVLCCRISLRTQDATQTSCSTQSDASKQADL
# Tb hexokinase = T. brucei hexokinase 1 inhibition; recombinant TbHK1, G6PDH-coupled NADH A340; inhibition, % at 10 µM; actives 0.11% (n = 220,000);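 active = inhibition of 50% or more in the single-dose primary screen; inactive = inhibition below 50%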
# Wee1 stabilizer = blocks degradation of human Wee1 kinase; P30291; HeLa Luc-Wee1K328M stability, luciferase luminescence; 100% = proteasome inhibitor MG132 effect; reporter increase, % at 5 µM; actives 1.2% (n = 220,000);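 active = activation above the mean of all tested compounds plus 3 SD, set per screening run, cut at about 8.8% in these data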;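 note: cells exposed to compound for 20 h before luminescence read; 0% = DMSO alone and 100% = MG132 at 30 µM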
# * marks the source's active call; other numbers are inactive results; · = no result given; & = joins results of further samples.
SMILES,zVAD death inh,CHOP inhibitor,TNF necrop inh,PPC-1+TRAIL kill,FXIa inh 1536,FXIIa inh 1536,PGE2 EP2 inh,Tb hexokinase,Wee1 stabilizer
CN(CC1COc2ccccc2O1)C(=O)c1ccc(N(C)C)cc1 (stereo not given),3.6,25,1.9,18,-4,-1,3,-7,1
O=C(CCN1C(=O)COc2ccccc21)N1CCN(c2ccccc2)CC1,0.5,-6,0.1,4,-3,8,3,-1,0
CS(=O)(=O)N1CCc2cc(S(=O)(=O)N3CCCCC3)ccc21,0.1,-8,2.3,20,-5,5,1,1,-1
CC(C)(C)C(=O)n1nc(-c2ccccc2)oc1=O,0.6,70*,1.2,4,4,3,5,0,2
Cn1c(=O)[nH]c(=O)c2c1nc(N1CCCCCC1)n2CC(N)=O,0.0,-12,-1.4,15,22,24,7,26,-2
CCOC(=O)CSC1=C(C#N)C(c2ccccc2OCC)C(C#N)C(=O)N1 (stereo not given),0.9,52,-8.5,5,6,-1,14,-7,6
O=C(O)Cc1ccc(NC(=O)Nc2cccc(Cl)c2)cc1,-0.5,0,0.3,6,1,6,7,-3,1
COCC(C)n1c(C)cc(C(=O)COC(=O)c2nc3nc(C)cc(C)n3n2)c1C (stereo not given),0.9,-15,-1.2,1,-1,18,20,3,-1
COc1ccc(-n2c(Cc3ccccc3)nnc2SCC(=O)N2CCCc3ccccc32)cc1,-0.2,18,-0.5,3,3,6,8,-3,1
NS(=O)(=O)c1cccc(NC(=O)COC(=O)/C(=C/c2cccs2)c2cccs2)c1,0.2,45,0.7,6,-5,1,9,21,-2
CCN(CC)C(=O)/C(=C/c1ccc(F)cc1)NC(C)=O,1.0,18,0.2,28,3,4,4,6,-3
COc1ccc(N2C(=O)CC(SC(C)C)C2=O)cc1 (stereo not given),0.1,-12,3.4,6,5,9,3,0,-2
Cc1ccc(C)c(N(CC(N)=O)S(C)(=O)=O)c1,0.1,4,-2.0,11,-3,19,13,5,4
O=C(CCc1ccccc1)Nc1ccc(F)cc1F,1.8,37,6.0,10,8,15,15,29,7
CCOC(=O)N1CCN(C(=O)CS(=O)Cc2nc(-c3cccc(C)c3)oc2C)CC1 (stereo not given),0.1,33,-0.9,-12,4,7,10,-3,-1
CCOc1ccccc1NC(=O)c1nc(-c2ccccc2)oc1C,5.7,5,0.1,1,-20,1,6,-5,1
CSc1ccccc1C(=O)N1CCc2ccccc2C1,0.0,1,-0.6,8,-3,2,7,1,-1
CCOc1ccc2nc(NC(=O)C(CC)Sc3nc(C)cc(=O)[nH]3)sc2c1 (stereo not given),1.3,4,1.4,2,-4,2,12,2,2
COc1ccc(N2CCN(CCCNC(=O)Nc3ccccc3)CC2)cc1,-1.1,18,0.3,22,7,26,4,-2,4
CNC(=S)N/N=C/c1cn(CCOc2ccccc2OC)c2ccccc12,1.6,-7,-5.1,-16,4,9,12,-27,3
CCOC(=O)c1c(NC(C)=O)sc2c(O)cccc12,8.4,33,-0.4,6,2,7,8,-3,-5
O=[N+]([O-])c1cnccc1Nc1ccccc1,1.6,3,-1.1,2,0,8,10&6,3,1
CC(=O)CCCCn1cnc2c1c(=O)n(C)c(=O)n2C,·,-3,·,0,·,·,13,·,5
CCCOc1ccc(Cl)cc1CNc1ccccc1,0.2,-2,1.3,-7,0,6,2,0,5
Cc1cc(-c2n[nH]c(=S)n2/N=C/C(Cl)=C/c2ccccc2)n[nH]1,83*,-81,-3.9,-7,2,7,9,-12,-1
SMILES,zVAD death inh,CHOP inhibitor,TNF necrop inh,PPC-1+TRAIL kill,FXIa inh 1536,FXIIa inh 1536,PGE2 EP2 inh,Tb hexokinase,Wee1 stabilizer
Cc1ccc(C)n1-c1nn(S(=O)(=O)c2cccc(C(F)(F)F)c2)c2cccc(F)c12,-0.5,13,-3.8,18,-2,2,5,-8,-2
CCSc1n[nH]c2nc3c(c(=O)n12)C1(CCCC1)Cc1ccccc1-3,0.1,88*,-0.7,2,5,8,14,-8,3
O=c1oc2ccccc2cc1-c1ccc(O)cc1O,-0.3,19,-6.2,23,4,10,10,-14,1
N#C/C(=C\c1ccncc1)c1nc2ccccc2o1,-0.8,-7,-8.6,-40,0,9,10,-33,-2
COc1cccc(C(=O)/C=C/Nc2ccc(S(=O)(=O)Nc3onc(C)c3C)cc2)c1,2.9,0,1.3,-3,-1,8,9,-11,2
Nc1ccc(C(O)(C(F)(F)F)C(F)(F)F)cc1,1.0,14,2.6,4,2,17,4,-6,1
COc1ccc(NC(=O)Nc2ccc(F)cc2)c(C)c1,0.4,17,1.1,12,2,·,7,0,1
CCc1nnc(NC(=O)C(NS(=O)(=O)c2ccc3c(c2)OCCO3)C(C)C)s1 (stereo not given),-0.3,16,-0.1,-14,0,-9,8,1,-5
COC(=O)c1ccc(COC(=O)CNC(=O)c2ccc(-c3ccccc3)cc2)cc1,1.1,31,1.3,7,-1,2,6,-4,-5
COc1ccc(S(=O)(=O)N(C)CC(=O)N2CCN(c3ccc(F)cc3)CC2)cc1OC,-1.3,7,-1.2,18,-30,7,8,-5,-4
CC(C)Oc1ccc(C(=O)Nc2ccc(N3CCCC3)cc2)cc1,0.8,73*,-4.4,-3,-28,-20,7,-5,0
CC(=O)c1cccc(NC(=O)Nc2ccc(C)cc2)c1,-0.8,4,0.3,17,4,3,0,-6,-2
CCOC(=O)CNC(c1ccccc1)c1cc(Br)ccc1NC(C)=O (stereo not given),-0.9,-10,2.2,0,-4,7,10,3,2
O=C(Nc1ccc(S(=O)(=O)NCC2CCCO2)cc1)c1cnccn1 (stereo not given),-0.4,6,0.5,·,-1,7,4&2,-6,-1
c1ccc(-n2cnnc2SCc2nc3ccccc3s2)cc1,-0.2,-15,-4.7,8,9,13,8,-1,-6
O=S(=O)(c1ccc(Cl)cc1)N1CCCN(c2nc3ccc(Cl)cc3s2)CC1,0.8,26,1.4,-5,-1,0,13,-11,-4
Cc1ccc(SC(C)c2nc(-c3ccccc3)no2)cc1 (stereo not given),0.6,72*,-0.2,14,-7,-19,17,9,0
CCOC(=O)C1=C(c2ccccc2)N=c2s/c(=C\c3ccc(O)cc3)c(=O)n2C1c1cccs1 (stereo not given),0.0,68,-8.2,-9,6,20,3,-15,-1
CSc1nnc(-c2cccc(NC(=O)c3ccccc3)c2)n1C,-0.1,3,-1.1,-1,1,10,12,5,9.4*
Cc1c(NC(=O)CSc2nc3ccccc3n2C)c(=O)n(-c2ccccc2)n1C,0.3,14,-0.6,29,2,14,8,-3,1
CCCCSc1cnn(-c2ccccc2)c(=O)c1SCCCC,0.0,32,-2.6,19,2,7,17,8,4
O=c1cc(CSc2nnnn2-c2ccccc2)nc2nc[nH]n12,-0.2,-12,-0.4,3,-10,-6,10,4,-2
Cc1ccc(S(=O)(=O)N2CCCC2C(=O)Nc2cc(C)on2)cc1 (stereo not given),0.3,-17,-0.1,7,2,12,6,4,-2
Cc1nnc(SCc2nc(N)nc(Nc3ccccc3)n2)s1,0.5,-1,0.1,12,9,19,3,0,-3
CCCC1CCC(C(=O)Nn2cnc3ccccc3c2=O)CC1 (stereo not given),-0.2,-25,-0.2,18,10,25,2,11,0

# A different layout for part of the listing above.
# Under each structure: zVAD death inh | CHOP inhibitor | TNF necrop inh | PPC-1+TRAIL kill | FXIa inh 1536 | FXIIa inh 1536 | PGE2 EP2 inh | Tb hexokinase | Wee1 stabilizer
- CC(C)Oc1ccc(C(=O)Nc2ccc(N3CCCC3)cc2)cc1
→ 0.8 | 73* | -4.4 | -3 | -28 | -20 | 7 | -5 | 0
- CC(=O)c1cccc(NC(=O)Nc2ccc(C)cc2)c1
→ -0.8 | 4 | 0.3 | 17 | 4 | 3 | 0 | -6 | -2
- CCOC(=O)CNC(c1ccccc1)c1cc(Br)ccc1NC(C)=O (stereo not given)
→ -0.9 | -10 | 2.2 | 0 | -4 | 7 | 10 | 3 | 2
- O=C(Nc1ccc(S(=O)(=O)NCC2CCCO2)cc1)c1cnccn1 (stereo not given)
→ -0.4 | 6 | 0.5 | · | -1 | 7 | 4&2 | -6 | -1
- c1ccc(-n2cnnc2SCc2nc3ccccc3s2)cc1
→ -0.2 | -15 | -4.7 | 8 | 9 | 13 | 8 | -1 | -6
- O=S(=O)(c1ccc(Cl)cc1)N1CCCN(c2nc3ccc(Cl)cc3s2)CC1
→ 0.8 | 26 | 1.4 | -5 | -1 | 0 | 13 | -11 | -4
- Cc1ccc(SC(C)c2nc(-c3ccccc3)no2)cc1 (stereo not given)
→ 0.6 | 72* | -0.2 | 14 | -7 | -19 | 17 | 9 | 0
- CCOC(=O)C1=C(c2ccccc2)N=c2s/c(=C\c3ccc(O)cc3)c(=O)n2C1c1cccs1 (stereo not given)
→ 0.0 | 68 | -8.2 | -9 | 6 | 20 | 3 | -15 | -1
- CSc1nnc(-c2cccc(NC(=O)c3ccccc3)c2)n1C
→ -0.1 | 3 | -1.1 | -1 | 1 | 10 | 12 | 5 | 9.4*
- Cc1c(NC(=O)CSc2nc3ccccc3n2C)c(=O)n(-c2ccccc2)n1C
→ 0.3 | 14 | -0.6 | 29 | 2 | 14 | 8 | -3 | 1
- CCCCSc1cnn(-c2ccccc2)c(=O)c1SCCCC
→ 0.0 | 32 | -2.6 | 19 | 2 | 7 | 17 | 8 | 4
- O=c1cc(CSc2nnnn2-c2ccccc2)nc2nc[nH]n12
→ -0.2 | -12 | -0.4 | 3 | -10 | -6 | 10 | 4 | -2

# Next section
SMILES,zVAD death inh,CHOP inhibitor,TNF necrop inh,PPC-1+TRAIL kill,FXIa inh 1536,FXIIa inh 1536,PGE2 EP2 inh,Tb hexokinase,Wee1 stabilizer
CCOC(=O)C1=C(C)NC(=O)CC1c1cc2c(cc1[N+](=O)[O-])OCO2 (stereo not given),0.3,12,-0.6,15,-6,-2,5,-5,-1
O=C(NCCSc1ccccn1)c1ccc(Cl)cc1,2.7,-3,0.8,22,-5,6,6,0,4
CCOC(=O)c1ccc2ncc(C(=O)OCC)c(NCCN(C)C)c2c1,28,·,1.0,·,·,·,5,-28,21*
Cc1cc(N2CCN(c3ccccc3)CC2)n2nnnc2n1,2.7,6,-1.4,-14,-3,14,·,4,-2
COc1ccc(N2CCN(Cc3nc(N)nc(Nc4ccc(C)c(Cl)c4)n3)CC2)cc1,2.9,60,-12,-8,3,12,10,-4,-2
Cc1cc(C)n(-c2ncnc3ccccc23)n1,0.3,15,0.8,5,-2,8,2,-3,-1
CCSc1cc(C2C(C#N)=C(N)OC(C)=C2C(=O)OC)c(C)o1 (stereo not given),0.6,7,-4.1,22,5,24,9,-11,4
COc1ccc(NS(=O)(=O)c2cccc(C(=O)O)c2)cc1,0.2,28,0.5,16,6,-10,1,1,1
Cn1nc(C(=O)NCCc2ccc(S(N)(=O)=O)cc2)c2ccccc2c1=O,0.0,-8,0.2,-9,1,8,9,-3,2
O=C(C1CC1)N1CCC(C(O)(c2ccccc2)c2ccccc2)CC1,0.6,6,-1.3,13,1,1,0,-15,1
COC(=O)CN(c1ccccc1C)S(C)(=O)=O,-0.1,52,-0.8,-5,-2,8,6,-1,-1
COc1cc(OC)c(NC(=O)CCc2ccccc2)cc1Cl,0.5,-26,2.1,10,2,2,13,-4,5
CC(C)(CO)C(O)C(=O)NCCC#N (stereo not given),0.8,10,0.3,2,-5,4,13,-7,3
CCOC(=O)CCNC(=O)CNC(=O)OCc1ccccc1,2.0,-5,1.0,13,-2,13,7,-8,0
CCOC(=O)c1ccc(NC(=O)CC2C(=O)N(c3ccc(F)cc3)C(=O)N2CCCOC)cc1 (stereo not given),0.3,-13,0.2,14,3,19,7,32,2

# A portion of the library, so the mix of outcomes need not match the whole.
